# ATXN viability = viability counter-screen for ATXN expression inhibitors; S2 cells (HEK-293 line with an ATXN2-luciferase reporter) viability, CellTiter-Fluor protease fluorescence, 24 h; Potency, µM (titrated, usually from 56.7 µM), hits mostly cytotoxic; 400,000 compounds, 0.49% hits; also: potency is read from the fitted curve at half-maximal effect; nearly all actives have a fitted effect of over 40% in size
# TGFb inhibitor = inhibitors of TGF-b signaling; HepG2 CAGA-GFP TGF-b/SMAD3 reporter, GFP fluorescence, 18 h; TGF-beta stimulated, 500 pg/mL final; Potency, µM (highest dose often 46.1 µM), without a hit: at the top dose activity, negative = inhibition, actives largely listed as inhibitors; 410,000 compounds, 1.2% hits; also: potency is read from the fitted curve at half-maximal effect; % is scaled to controls: 0 for no effect and ±100 for the full control effect; nearly all actives have a fitted effect of over 65% in size
#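 Read-out: total well GFP (ex488/em500-530) summed from mean per-cell fluorescence. Cells: HEPG2 CAGA-GFP, 1% FBS DMEM, 18 h at 37 degrees C with 500 pg/mL final TGF-beta. Unstimulated wells served as the full-inhibition control; stimulated DMSO wells = 0%.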
# MCF10A rereplic = induces DNA re-replication in MCF 10a normal breast cells. MCF 10A DNA re-replication, Hoechst nuclear intensity, 48 h. Potency, µM (highest dose often 46.1 µM), without a hit: at the top dose activity, positive = re-replication, usual class: activators. 350,000 compounds, 2.9% hits. AID 624296; also: potency is read from the fitted curve at half-maximal effect; % of control where 0% means no effect; nearly all actives have a fitted effect of over 50% in size
# Nrf2 ARE act = activators of Nrf2 (ARE) signaling | AREc32 ARE-luciferase reporter (MCF7-derived line), luminescence, 24 h | 410,000 compounds, 0.31% hits | Potency, µM (series often up to 46.1 µM), for the others: at the highest dose activation, usual class: activators; also: potency is read from the fitted curve at half-maximal effect; % of control where 0% means no effect; nearly all actives have a fitted effect of over 65% in size
#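 AREc32 cells carrying an ARE-driven firefly luciferase reporter were seeded at 1000 cells/well in OPTI-MEM with 5% FBS, then exposed to compound for 24 hr at 37 deg C. Luminescence was read with Steady-Glo after 30 min at RT.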
# Nrf2 block = inhibitors of Nrf2 signaling | A549 ARE-Fluc reporter, luciferase luminescence, 18-24 h | Potency, µM (series often up to 46 µM), inactives show top-dose activity change, negative = inhibition, most hits filed as inhibitors | 360,000 compounds, 2.1% hits; also: potency is read from the fitted curve at half-maximal effect; % is scaled to controls: 0 for no effect and ±100 for the full control effect; nearly all actives have a fitted effect of over 60% in size
#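 Nrf2 activity is the BugLite luminescence, read 15 min after reagent at room temperature, following CellTiter-Fluor cytotoxicity readout (30 min, 37C). Compound titrations were applied for 18-24 h to 5000 A549 ARE_Fluc cells/well in 5% FBS OPTI-MEM.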
# ATXN2 expr inh = ATXN2 expression inhibition; Potency, µM (highest dose often 57 µM), for inactives: at the highest dose activity change, negative = inhibition, usual class: inhibitors; 360,000 compounds, 0.72% hits; HEK-293 ATXN2-luciferase reporter, luminescence, 24 h; also: potency is read from the fitted curve at half-maximal effect; % is scaled to controls: 0 for no effect and ±100 for the full control effect; nearly all actives have a fitted effect of over 55% in size
#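 qHTS (up to 57 uM final) was run with 24 h compound exposure of reporter cells at 37 °C. Each well was multiplexed: SteadyGlo luminescence measured ATXN2-luciferase expression after a fluorogenic Gly-Phe-AFC viability readout (25 uM final).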
# IL1B secr inh = inflammasome signaling inhibition, IL-1 beta readout; activity change, % at 57.5 µM; THP-1 LPS/ATP IL-1B secretion, AlphaLISA, 16 h; hits give low values; 360,000 compounds, 4.7% hits; AID 743279; in the data active = activity change below about -50%; inconclusive = mostly about -30% to -49%; also: % is scaled to controls: 0 for no effect and ±100 for the full control effect
#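 Secreted IL-1B measured by AlphaLISA bead assay after 16 h compound exposure of THP-1 cells; compounds (final up to 57.5 uM) added 1 h before LPS (250 ng/mL) and ATP (1.25 mM) stimulation; lower signal means less secretion.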
# A549 tox = counter-screen for Nrf2 inhibitors: cytotoxicity in A549 cells; A549 ARE-Fluc cells, CellTiter-Fluor viability, 18-24 h; Potency, µM (titrated, usually from 46 µM), for the others: top-dose activity change, negative = cytotoxicity, actives largely listed as inhibitors; 390,000 compounds, 0.16% hits; also: potency is read from the fitted curve at half-maximal effect; % is scaled to controls: 0 for no effect and ±100 for the full control effect
#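 A549 ARE_Fluc cells in 5% FBS OPTI-MEM were exposed to compounds in concentration-response for 18-24 h at 37 deg C. Viability was read by CellTiter-Fluor fluorescence (Ex 405/Em 525) after 30 min, before the luciferase read.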
# HepG2 viability = HepG2 cytotoxicity, counter-screen for TGF-b inhibitors; HepG2 CAGA-GFP viability, ATP luminescence, 18 h; Potency, µM (highest dose often 46.1 µM), inactives show at the top dose activity change, negative = cytotoxicity, hits mostly cytotoxic; 410,000 compounds, 0.76% hits; AID 588856; also: potency is read from the fitted curve at half-maximal effect; some results filed as inactive show a strong effect at the top dose
#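 HepG2 CAGA-GFP cells (1000/well, DMEM with 1% FBS) received compound, then TGF-beta at 500 pg/mL final, and were incubated 18 hours at 37 degrees C. Viability was read by CellTiter-Glo luminescence. Media-only wells were set as complete cell-killing and DMSO as no toxicity.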
# * marks the source's active call; other numbers are inactive results; i = inactive; ? = inconclusive; · = not tested or not shown; & = joins results of further samples; [ ] = another dose, or the depositor's remark. Unless noted, calls follow the shape of the dose curve; as a rule, active = well fitted curve in the direction sought with a large enough effect; inconclusive = small, poorly fitted or top-dose-only effect, or another doubt; inactive = no such curve, though single readings can be large; an effect the other way counts as inactive or inconclusive.
# Each structure is followed by: ATXN viability	Nrf2 block	A549 tox	TGFb inhibitor	Nrf2 ARE act	IL1B secr inh	HepG2 viability	MCF10A rereplic	ATXN2 expr inh
Cc1cccc(C(=O)N2CCCC(CCC(=O)N3CCN(c4ccccn4)CC3)C2)c1C (stereo not given)
    i	?	-13%	-12%	-0.6%	-21	-13%	6%	?
COc1ccc(C(=O)NCc2nnc(SCC(=O)NCc3ccco3)o2)cc1
    i	-13%	-4%	13%	0.1%	5	-5%	0%	·
O=C(O)c1cc(-c2ccco2)nc2ccccc12
    i	18%	-6%	-2%	5.5%	25	-5%	-20%	2%
Cc1ccc(Nc2ncnc3c2cnn3-c2ccc(C)cc2)cc1
    i	·	7%	0%	2.9%	·	16%	·	20%
O=C(CCCCCNC(=O)c1ccccc1)N/N=C/c1ccc(F)cc1
    i	1%	-1%	-21%	0.2%	61	-5%	0%	-9%
CCOc1ccc(NC(=O)C2(c3cccs3)CCOCC2)cc1
    i	·	-4%	-11%	-0.2%	·	-13%	·	6%
O=C(O)c1cccc(-n2nnnc2SCc2ccccc2Cl)c1
    i	-14%	0%	-7%	-0.2%	15	-4%	2%	-6%[11.3 µM]
CO/N=C/c1cccn1-c1nccc(OC)c1C#N
    i	-6%	8%	-4%	2.1%	0	-9%	-3%	-1%
CCC(CO)Oc1cc(NCc2ccc(O)cc2)c2ncn(C(C)C)c2c1 (stereo not given)
    i	-13%	-1%	13%	3.1%	-11	31%	4%	1%
CCn1c(SCc2nc3ccccc3c(=O)[nH]2)nnc1-c1ccncc1
    ·	-28%	1%	0%	0.2%	28	-2%	1%	·
COc1cccc(-c2nc(C=O)cs2)c1
    i	1%	1%	-2%	0.6%	-11	-4%	1%	22%
COc1cccc2cc(/C(C)=N/Nc3nc(-c4cc(C)ccc4C)cs3)c(=O)oc12
    i	6%	·	?	-0.4%	0	4%	0%	12%
CCOC(=O)C1CCCN(S(=O)(=O)c2cc3c4c(c2)CCN4C(=O)CC3)C1 (stereo not given)
    i	?	-1%	15%	-0.6%	?	-13%	0%	6%
CC(C)c1ccc2oc(-c3ccc(NC(=O)c4cccc(Br)c4)cc3)nc2c1
    ?	?	-1%	-24%	3.6%	·	-39%	·	-29%
O=C(COc1cccc2c1CCN(Cc1ccccc1)C2=O)NCc1ccco1
    i	9%	-2%	1%	-0.5%	-5	-5%	-2%	1%
Cc1sc2ncnc(SCC(=O)c3cccs3)c2c1C
    i	?	-15%	-6%	14µM*	-6	-14%	17%	2%
Cc1ccc(NC(=O)C2CCN(S(=O)(=O)c3ccc(C(C)(C)C)cc3)CC2)cc1S(=O)(=O)N1CCOCC1
    i	?	-1%	?	0.6%	-14	-34%	12%	·
COc1nc(C)cc(C)c1S(=O)(=O)c1ccc(Cl)cc1
    i	1%	1%	-2%	-0.1%	19	2%	12%	5%
C[C@H](NC(=O)C1CCN(S(=O)(=O)c2ccccc2)CC1)C(=O)NCc1ccco1
    i	5%	12%	-8%	0.3%	-27	-5%	0%	-11%
O=C(Nc1ccc2c(c1)OCO2)C1CCCCN1S(=O)(=O)c1ccccc1 (stereo not given)
    ?	·	-2%	1%	0.5%	1	-15%	-2%	1%
COC(=O)c1ccc(NS(=O)(=O)c2cc(-c3cc(C)no3)ccc2OC)cc1
    ?	-12%	-13%	-17%	-2.1%	35	-19%	25%	·
Cc1ccc(NC(=O)CC2C(=O)OCC3CCCCN32)cc1Cl (stereo not given)
    i	3%	?	?	3.3%	13	-58%	-3%	·
Cc1nn2c(=O)[nH]cnc2c1Cl
    i	·	·	-5%	0.0%	17	-3%	·	·
Cn1c(SCC(=O)Nc2nccs2)nnc1-c1ccco1
    i	·	-3%	8%	0.4%	15	11%	-9%	0%
O=C(O)c1[nH]c2ccccc2c1C(c1ccccc1)c1c(C(=O)O)[nH]c2ccccc12
    i	8%	-6%	-9%	0.3%	36	25%	?	-4%
Oc1ccc(C[C@@H]2CNC(=S)N2CCc2cc(C(F)(F)F)cc(C(F)(F)F)c2)cc1
    i	?	-3%	?	2.0%	0	-62%	11%	5%
COc1nc2ccccc2c(=O)n1OCC(C)C
    i	-9%	1%	-2%	0.3%	-10	0%	16%	1%
COc1ccc(-c2coc3cc(O)ccc3c2=O)cc1OC
    i	·	0%	18%	1.0%	-22	12%	-4%	62%[activator]
O=C(Cc1c(Cl)cccc1Cl)Nc1ccncc1
    i	-11%	10%	-16%	0.2%	-9	-2%	-17%	-23%
O=C(c1cc([N+](=O)[O-])cc([N+](=O)[O-])c1)N1CCCc2ccccc21
    i	-20%	-8%	0%	-0.4%	38	-24%	5%	-16%

# Three entries from above, with tabs.
SMILES	ATXN viability	Nrf2 block	A549 tox	TGFb inhibitor	Nrf2 ARE act	IL1B secr inh	HepG2 viability	MCF10A rereplic	ATXN2 expr inh
COC(=O)c1ccc(NS(=O)(=O)c2cc(-c3cc(C)no3)ccc2OC)cc1	?	-12%	-13%	-17%	-2.1%	35	-19%	25%	·
Cc1ccc(NC(=O)CC2C(=O)OCC3CCCCN32)cc1Cl (stereo not given)	i	3%	?	?	3.3%	13	-58%	-3%	·
Cc1nn2c(=O)[nH]cnc2c1Cl	i	·	·	-5%	0.0%	17	-3%	·	·

# New compounds follow.
# Each structure is followed by: ATXN viability	Nrf2 block	A549 tox	TGFb inhibitor	Nrf2 ARE act	IL1B secr inh	HepG2 viability	MCF10A rereplic	ATXN2 expr inh
CCCSc1nnc(CNS(=O)(=O)c2ccc(C)cc2)n1C
    i	14%	-1%	2%	0.2%	27	4%	6%	4%
CC(NC(=O)CCCc1nnc2n(C)c(=O)c3sccc3n12)c1ccccc1 (stereo not given)
    i	11%	0%	9%	-0.8%	-21	-5%	11%	·
C=CCSC1=N/C(=C\c2cc(OCC)c(OC(C)=O)c([N+](=O)[O-])c2)C(=O)S1
    ?	8%	-2%	-2%	-0.1%	19	24%	2%	-12%
O=C(Nc1ccn(CCCNCc2ccc3c(c2)OCO3)c(=O)n1)OCc1ccccc1
    i	1%	-4%	-2%	0.3%	-13	-13%	3%	-8%
Cc1ccc(C(=O)N/C(=C\c2ccc(-c3cc(Cl)ccc3Cl)o2)C(=O)NCc2cccnc2)cc1
    i	?	?	?	1.7%	-60*	-11%	4%	-31%
COc1ccc(C(=O)CSc2c(C(C)C)cnc3c2c(=O)n(C)c(=O)n3C)cc1
    ·	·	0%	?	15%	·	-12%	·	·
COc1ccc(NC(=O)CSc2nc3n[nH]c(C)c3c(=N)n2-c2ccc(Cl)c(C)c2)cc1OC
    ?	?	-20%	?	2.5%	-19	-85%	?	-32%
COc1cc2cc(CNc3ccccc3)c(=O)n(CC(=O)Nc3ccc(C)c(Cl)c3)c2cc1OC
    i	?	-1%	19%	2.8%	·	-8%	·	8%
Cc1[nH]c2ccccc2c1CN1CCc2ccccc2C1
    i	13%	11%	-11%	8.6%	?	-27%	28%	-1%
Nc1c(Cl)cc(-c2cn(CCC(=O)O)c(-c3ccc(Cl)nc3)n2)cc1Cl
    i	7%	-2%	6%	-0.7%	5	4%	5%	12%

# Four entries already listed, arranged by SMILES length, high to low:
# Each structure is followed by: ATXN viability	Nrf2 block	A549 tox	TGFb inhibitor	Nrf2 ARE act	IL1B secr inh	HepG2 viability	MCF10A rereplic	ATXN2 expr inh
C=CCSC1=N/C(=C\c2cc(OCC)c(OC(C)=O)c([N+](=O)[O-])c2)C(=O)S1
    ?	8%	-2%	-2%	-0.1%	19	24%	2%	-12%
O=C(COc1cccc2c1CCN(Cc1ccccc1)C2=O)NCc1ccco1
    i	9%	-2%	1%	-0.5%	-5	-5%	-2%	1%
Cc1[nH]c2ccccc2c1CN1CCc2ccccc2C1
    i	13%	11%	-11%	8.6%	?	-27%	28%	-1%
O=C(O)c1cc(-c2ccco2)nc2ccccc12
    i	18%	-6%	-2%	5.5%	25	-5%	-20%	2%

# Continued.
# Each structure is followed by: ATXN viability	Nrf2 block	A549 tox	TGFb inhibitor	Nrf2 ARE act	IL1B secr inh	HepG2 viability	MCF10A rereplic	ATXN2 expr inh
O=C(Cn1ccc(NC(=O)OCc2ccccc2)nc1=O)NCCCn1ccnc1
    i	-5%	-10%	-2%	-1.1%	14	-16%	-27%	3%
CC(=O)Cc1nsc(NC(=O)c2ccco2)n1
    ?	1%	0%[1.84 µM]	-4%	0.0%	-5	-7%	-9%	9%
O=C(Nc1ccc(Br)cc1F)c1nc[nH]c1C(=O)N1CCc2ccccc2C1
    i	·	·	-1%	0.2%	14	-1%	·	7%
CC[n+]1c(/C=C/c2c[nH]c3ccccc23)ccc2cc(C)ccc21
    ?	?	?	71%[activator]	-0.8%	-100*	-34%	-5%	?
CC(=O)Nc1ccc(Nc2ncnc3c2nnn3Cc2ccccc2Cl)cc1
    ?	-17%	0%	38%[activator]	0.8%	1	-7%	3%	0%
CCOC(=O)c1ccc(NC(=O)c2cnn3c(=O)c4c(n(CC)c23)CCN(Cc2ccc(OC)cc2)C4)cc1
    i	·	-5%	-6%	-0.2%	·	-5%	·	14%
CC(=O)Nc1ccc(S(=O)(=O)NC2(C(F)(F)F)NC(=O)N(c3ccc(Cl)cc3)C2=O)cc1 (stereo not given)
    i	9%	-1%&10%	-24%&0%	0.1%&0.3%	11	15%&1%	0%	6%&0%
CCOc1cc(NC(=S)Nc2cccc(OC)c2)c(OCC)cc1NC(=O)c1ccc(C)cc1
    ?	-2%	-23%	14%	-0.4%	5	0%	3%	1%

# Source: PubChem BioAssay

# Hits appear at their usual frequency, and some 8.8% of all compounds hit somewhere here.
